Cneo AK release = Cryptococcus neoformans cell lysis inducers, primary screen, AK release luminescence, single concentration; lysis activity, % at 15 µM; C. neoformans lysis, adenylate kinase release luminescence, 4 h; normalised: neutral wells 0, clomiphene wells 100; 360,000 compounds, 0.2% hits;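 active means mean lysis activity across replicates of at least 80%, whatever share of replicates individually reach that level; inactive means mean lysis activity below 80%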
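read-out = cell lysis signal | test system = log-phase Cryptococcus neoformans yeast cells | input = cells at 5 × 10^6 per mL | medium = fresh YPD growth medium | signal = luminescent adenylate kinase detection reagent | timing = 4 h at 37 °C static, read 1 h later | dosing = single dose | controls = Clomiphene as positive lysis control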
Xi reactivation = activators of inactive X chromosome reactivation, primary screen, imaging, XiGFP fibroblasts, GFP high-content imaging, set 2. XiGFP mouse fibroblasts, % GFP-positive cells imaging, 3 d; cells co-treated with 5-aza-dC sensitizer; scaled so ellipticine positive control = 100%. activation, % at 7.58 µM. 360,000 compounds, 0.055% hits. AID 743238, 2013;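 active means mean normalized replicate activation at least 10% and every replicate at or above 10%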;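 further: 0% = median of on-plate neutral control wells and 100% = ellipticine 6 µM median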
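System: XiGFP fibroblasts, SV40-immortalized. Medium: DMEM plus 5-aza-dC sensitizer. Doses: single point. Timing: 3 d treatment, 15 min room-temperature fixation. Control set: ellipticine 6 µM.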
S100A4 inh HTS = inhibitors of S100A4-myosin IIA peptide binding, primary screen, biochemical, fluorescence polarization, TAMRA-MyoIIA peptide. Protein S100-A4 (Homo sapiens), P26447. inhibition, % at 10.7 µM. 360,000 compounds, 0.14% hits;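 active means mean inhibition of at least 70% across replicates, with every replicate also reaching that level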
Target sequence (P26447 whole entry, looked up): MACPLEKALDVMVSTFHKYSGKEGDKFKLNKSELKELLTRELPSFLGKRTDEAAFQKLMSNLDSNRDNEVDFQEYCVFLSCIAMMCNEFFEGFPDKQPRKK
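Material: S100A4 monomer protein | Medium: HEPES pH 7.2 with CaCl2, KCl, NaCl, DTT, Triton | Reagent: Labelled myosin peptide probe, 5 nM | Doses: One dose per compound | Times: 5 min incubation before reading | Benchmarks: Neutral control DMSO, positive control TFP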
C2C12 statin = suppressors of statin myotoxicity in C2C12 myotubes, primary screen, cell-based, single point, plate reader | rescue of ATP level, % at 7.49 µM | C2C12 myotubes + simvastatin, ATP luminescence, 48 h; scaled: DMSO 0, geranylgeraniol control 100 | 330,000 compounds, 0.78% hits;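 active means mean ATP rescue above about 67%, or every replicate alone reaching that limit, limit read from the data, passing the limit was not always enough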;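 further: myotubes were challenged with 10 µM simvastatin during compound exposure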
PGC1a acetyl inh = inhibitors of PGC1a acetylation signal, primary screen, cell-based, U2OS, AlphaScreen, inhibitor mode; AlphaScreen anti-acetyl-lysine; with virally co-expressed GCN5 acetyltransferase; inhibition, % at 15.6 µM; 350,000 compounds, 0.17% hits; AID 651687, 2012;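 active means every replicate shows inhibition of at least 40%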;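 further: 0% = neutral control wells and 100% = positive control wells; some results beyond the cut were filed as inactive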
SIRT5 block = SIRT5 desuccinylase inhibitors, primary screen, biochemical, fluorescence imaging, single point, set 5; inhibition, % at 15 µM; NAD-dependent protein deacylase sirtuin-5, mitochondrial (Homo sapiens), Q9NXA8; Purified SirT5, succinyl-peptide AMC, trypsin-coupled fluorescence; AID 652115, 2013; 330,000 compounds, 1.1% hits; in the data active means inhibition above about 15%
LGR2 antag = inhibitors of bursicon-induced LGR2 CRE-luciferase signal, primary screen, cell-based, HEK293, CRE-luciferase reporter, bursicon stimulation. bursicon-stimulated, 4 h. inhibition, % at 9.99 µM. 380,000 compounds, 0.35% hits. AID 720647, 2013;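 active means drop in luminescence signal, shown as inhibition above about 50% in the replicate tests, limit read from the data, passing the limit was not always enough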;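 further: agonist challenge used bursicon conditioned medium at about half maximal strength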
ERAP1 inh = human ERAP1 aminopeptidase inhibitors, primary screen, biochemical, single point, plate reader | 340,000 compounds, 0.15% hits | Endoplasmic reticulum aminopeptidase 1 (Homo sapiens), Q9NZ08 | inhibition, % at 10.7 µM | recombinant ERAP1, Leu-AMC fluorescence, 60 min;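 active means mean replicate inhibition of at least 30%, or all replicates individually reaching that 30% level; inactive means mean below 30% and not every replicate reaching it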;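 further: 0% = neutral control wells and 100% = L-leucinethiol positive control wells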
Target sequence (Q9NZ08 whole entry, looked up): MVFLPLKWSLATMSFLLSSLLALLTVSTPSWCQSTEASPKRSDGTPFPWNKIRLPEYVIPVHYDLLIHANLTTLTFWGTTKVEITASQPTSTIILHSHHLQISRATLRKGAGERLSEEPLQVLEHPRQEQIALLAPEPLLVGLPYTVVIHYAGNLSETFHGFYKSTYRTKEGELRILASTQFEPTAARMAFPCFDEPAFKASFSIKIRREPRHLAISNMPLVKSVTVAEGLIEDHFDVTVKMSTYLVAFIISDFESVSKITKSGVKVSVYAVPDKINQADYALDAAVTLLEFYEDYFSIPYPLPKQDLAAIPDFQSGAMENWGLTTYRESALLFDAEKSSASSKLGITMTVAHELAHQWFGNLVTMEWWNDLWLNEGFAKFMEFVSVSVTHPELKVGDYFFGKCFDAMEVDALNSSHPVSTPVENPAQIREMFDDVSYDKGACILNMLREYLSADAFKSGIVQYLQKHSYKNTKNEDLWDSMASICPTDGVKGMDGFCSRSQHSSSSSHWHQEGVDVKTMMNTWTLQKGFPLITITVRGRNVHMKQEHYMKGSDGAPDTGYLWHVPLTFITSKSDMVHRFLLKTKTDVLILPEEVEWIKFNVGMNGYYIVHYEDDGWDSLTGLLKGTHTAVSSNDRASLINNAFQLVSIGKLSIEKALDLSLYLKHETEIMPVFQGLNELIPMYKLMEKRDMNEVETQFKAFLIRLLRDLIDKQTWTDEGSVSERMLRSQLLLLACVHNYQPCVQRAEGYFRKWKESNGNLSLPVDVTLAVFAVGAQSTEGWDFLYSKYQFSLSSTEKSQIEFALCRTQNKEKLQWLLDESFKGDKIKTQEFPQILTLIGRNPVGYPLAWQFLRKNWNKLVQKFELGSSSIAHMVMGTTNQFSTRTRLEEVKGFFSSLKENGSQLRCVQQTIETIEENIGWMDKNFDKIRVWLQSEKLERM
* marks the source's active call; other numbers are inactive results; nt = not tested or not shown. A portion of the library, so the mix of outcomes need not match the whole.

SMILES	Cneo AK release	Xi reactivation	S100A4 inh HTS	C2C12 statin	PGC1a acetyl inh	SIRT5 block	LGR2 antag	ERAP1 inh
Cc1ccccc1-c1cc(C(=O)O)nn1CC1CC(c2cccc([N+](=O)[O-])c2)=NO1 (configuration not stated)	3.0	0.0	10.3	2.8	nt	nt	-6.4	nt
O=C(/C=C/c1ccccc1)N(Cc1cccc(Cl)c1)C1CCS(=O)(=O)C1 (configuration not stated)	nt	0.4	-17.6	4.9	6.2	-3.3	-9.6	6.1
COc1ccc2c3c(n(C)c2c1)[C@H](CO)N(C(C)=O)CC31CCN(S(=O)(=O)c2ccccc2)CC1	nt	0.1	26.4	nt	-3.6	nt	-0.6	-1.6
C=CCN(C(=O)c1csnn1)C(C(=O)NC1CCCCC1)c1ccc(F)cc1 (configuration not stated)	-5.5	0.2	-3.5	39.3	nt	-1.4	7.9	1.5
C/C(=N\NC(=O)c1ccc(-n2cnnn2)cc1)c1ccc(C)cc1	2.0	-0.1	-2.7	4.2	-0.8	-1.6	11.8	-4.3
CSc1ncccc1C(=O)NCCc1ccccc1	0.4	0.0	-4.0	2.3	8.1	-2.3	12.2	2.5
CN(C)Cc1ccccc1CNC(=O)c1ccc(Cl)c(S(=O)(=O)NC2CC2)c1	-1.0	0.2	-0.9	0.3	14.8	nt	-10.6	-2.1
Cc1cnc(C(=O)OCC(=O)NC23CC4CC(CC(C4)C2)C3)cn1	-4.1	nt	1.5	14.7	0.9	1.5	nt	-1.2
Cc1ccc(C(=O)Nc2ccc(Cl)cc2C(F)(F)F)c(Cl)c1	-5.9	0.6	-14.4	nt	4.8	0.8	nt	-4.1
C=CCNC(=O)N1CCC(n2nccc2NC(=O)CCc2ccccc2)CC1	0.9	-0.1	-1.4	-2.4	14.8	0.6	3.5	1.1
CCOC(=O)c1c(C)[nH]c(C)c1C(=O)COC(=O)c1cccnc1OCC	0.0	0.0	-2.2	-2.5	2.1	0.8	-3.0	1.2
NCC[C@@H]1CC[C@H](NS(=O)(=O)Cc2ccccc2)[C@H](CO)O1	-0.5	0.0	4.3	-8.1	-4.0	2.6	-3.4	0.7
CNC[C@H]1Oc2ccc(NS(=O)(=O)c3ccc(Cl)cc3)cc2C(=O)N([C@H](C)CO)C[C@@H]1C	-41.1	-0.7	-2.3	3.1	2.7	0.8	14.0	3.3
COc1ccc(S(=O)(=O)N(C)C[C@H]2OCCCC[C@@H](C)Oc3ccc(NS(=O)(=O)c4ccc(F)cc4)cc3C(=O)N([C@H](C)CO)C[C@@H]2C)cc1	-1.2	0.1	3.9	-11.8	-5.6	4.0	-0.4	-0.8
C1CN(CC2CCN(c3nc4nonc4nc3N3CCSCC3)CC2)CCO1	-2.2	0.0	-1.7	3.4	23.1	1.3	1.8	13.7
CC(Nc1ccc2c(c1)OCCO2)C(=O)Nc1ccc2c(c1)OCO2 (configuration not stated)	10.7	0.3	58.5	-8.2	5.7	-7.0	4.7	3.0
CCCCCCCCN1C(=O)[C@@H](CC(=O)NCCCOCCCC)C[C@@]2(C(=O)OC)C1=C[C@H](C(C)(C)C)O[C@@H]2C	nt	0.1	7.9	nt	nt	nt	-8.0	-0.3
COC(=O)C[C@@H]1CC[C@@H]2[C@H](COc3ccc(NC(=O)c4ccc(F)c(F)c4)cc3C(=O)N2C)O1	-1.8	0.1	-0.5	0.5	-5.1	-5.4	7.1	1.1
O=C(Cc1ccccn1)N1CC(=O)N2[C@@H](CO)[C@@H](c3ccc(C#CC4CCCC4)cc3)[C@@H]2C1	nt	0.2	-8.9	nt	-2.2	-18.6	6.5	-3.7
Cc1ccc(S(=O)(=O)N[C@@H]2C=C[C@H](CC(=O)O)O[C@H]2CO)cc1	56.5	0.3	4.1	1.3	1.6	3.2	25.3	3.4

Profiles, quoted from the list.
CCOC(=O)c1c(C)[nH]c(C)c1C(=O)COC(=O)c1cccnc1OCC is entered as Cneo AK release = 0.0; Xi reactivation = 0.0; S100A4 inh HTS = -2.2; C2C12 statin = -2.5; PGC1a acetyl inh = 2.1; SIRT5 block = 0.8; LGR2 antag = -3.0; ERAP1 inh = 1.2
O=C(/C=C/c1ccccc1)N(Cc1cccc(Cl)c1)C1CCS(=O)(=O)C1 (configuration not stated) is entered as Cneo AK release = nt; Xi reactivation = 0.4; S100A4 inh HTS = -17.6; C2C12 statin = 4.9; PGC1a acetyl inh = 6.2; SIRT5 block = -3.3; LGR2 antag = -9.6; ERAP1 inh = 6.1

The list goes on.
SMILES	Cneo AK release	Xi reactivation	S100A4 inh HTS	C2C12 statin	PGC1a acetyl inh	SIRT5 block	LGR2 antag	ERAP1 inh
O=C1NC(O)(c2ccccc2)Oc2ccccc21 (configuration not stated)	-2.3	0.5	-4.8	-1.4	nt	1.0	-11.4	1.5
C[C@@H](c1ccccc1)N1C[C@H](COCc2ccccc2)Oc2cc(N3CCC[C@H]3C(N)=O)ccc2S1(=O)=O	nt	0.1	-11.9	nt	nt	5.6	2.2	nt
COc1c(C)cccc1C(=O)Nc1ccc(OCC(=O)N2CCOCC2)cc1C	-1.5	0.0	-1.5	1.8	0.6	-1.5	-13.7	-0.8
CC(C)c1ccc(NC(=S)N2CCCC2)cc1	1.7	0.0	-1.7	nt	-8.5	-1.3	-34.3	1.9
O=C(NC1CCOc2ccccc21)c1ccccn1 (configuration not stated)	-1.9	0.0	-5.1	25.9	3.0	-3.1	7.8	1.3
COCCNC(=O)C1CCN(Cc2cccc(OCc3ccccc3)c2)CC1	0.3	0.3	9.3	-12.6	nt	-0.5	0.2	-1.4
C[C@@H]1CN([C@@H](C)CO)C(=O)Cc2cc(NC(=O)CCN3CCOCC3)ccc2O[C@H]1CN(C)S(C)(=O)=O	5.9	0.0	10.9	-22.0	1.8	-1.5	-5.5	-1.5
Cc1ccc2nc(-c3ccc(CN4CCC(c5nc6ccccc6[nH]5)CC4)cc3)c(-c3ccccc3)nc2c1	nt	0.2	1.0	nt	nt	8.5	3.5	0.4
COc1ccc(C(=O)Nc2cc(C)nn2-c2ccc(C)cc2)cc1	2.6	0.2	0.4	5.2	-2.5	-0.6	-22.6	-1.3
COc1ccc(Cc2nc3ccc(C(=O)N(C)Cc4cc(C)[nH]n4)cc3o2)cc1OC	nt	0.1	6.1	4.7	4.3	-2.0	0.8	4.3
Cc1noc(C)c1S(=O)(=O)N(C)C[C@@H]1OCCCC[C@H](C)Oc2ccc(NC(=O)Nc3ccc(F)cc3)cc2C(=O)N([C@H](C)CO)C[C@H]1C	-2.9	-0.1	-14.0	nt	-2.5	6.2	10.2	2.9
O=C(Cn1nnc2ccccc21)OCc1ccccc1	nt	0.1	1.5	nt	-18.2	-2.0	-31.9	1.6
O=C(NCC(c1ccco1)N1CCc2ccccc2C1)C(=O)Nc1ccccc1F (configuration not stated)	-0.2	0.4	-2.9	-0.9	-1.0	-0.9	-3.1	-0.5
O=C(CCc1ccccn1)N1CCCC(Nc2ccc(F)cc2)C1 (configuration not stated)	1.0	0.2	27.9	1.3	nt	-7.2	-21.6	2.5
CCC(=O)N1CC2(C1)CN(C(=O)c1cnccn1)[C@H](CO)c1c2c2ccc(OC)cc2n1C	nt	0.0	-14.9	nt	-1.6	2.8	-1.4	-0.6
COC(=O)c1c(NC(NC(=O)c2ccccc2)(C(F)(F)F)C(F)(F)F)sc2c1CCN(C)C2	-0.6	0.1	nt	7.9	nt	nt	-4.9	nt
OCC1(Cc2ccccc2)CCN(Cc2cc3ccccc3o2)CC1	-2.2	0.0	5.2	-11.0	5.0	1.6	-19.4	-1.2
Cc1cccc(-n2c(C)cc(/C=N/NC(=O)c3ccc(CN4CCOCC4)cc3)c2C)c1	8.9	nt	0.1	-10.8	8.2	0.9	-22.1	2.7
NC(=O)c1nsc(C(=O)N(Cc2ccccc2Cl)C(C(=O)NCC2CCCO2)c2ccc(O)cc2)c1N (configuration not stated)	-2.7	-0.1	5.3	-10.3	4.8	-4.6	11.3	10.2
Cc1ccccc1NC(=S)N/N=C/c1ccc(O)cc1O	-5.0	6.1	-5.5	4.5	3.2	15.8*	-84.2	nt
O=C(Cn1ncc2c3ccccc3n(Cc3ccccc3)c2c1=O)NCCCN1CCCC1	0.4	0.0	-0.3	-9.9	3.1	-1.7	14.9	2.5
CCOC(=O)C1C(CC)NC(=S)NC1(C)O (configuration not stated)	-1.2	0.0	-41.9	12.1	14.3	-2.4	-0.5	-5.2
C[C@H](CO)N1C[C@H](C)[C@H](CN(C)Cc2ccc(C(F)(F)F)cc2)OCCCC[C@H](C)Oc2ccc(NS(=O)(=O)c3cccs3)cc2C1=O	nt	0.3	4.2	nt	8.8	12.8	-1.5	1.3
COc1ccccc1NC(=O)Nc1ccc2c(c1)C(=O)N(C)[C@H]1CC[C@H](CC(=O)Nc3ccc4c(c3)COC4)O[C@@H]1CO2	-4.3	0.1	-8.0	47.4	3.7	2.3	21.2	1.1
CO[C@H]1CN(C)C(=O)c2cc(NC(=O)C3CC3)ccc2OC[C@H](C)N(C(=O)c2ccccc2)C[C@@H]1C	1.2	0.0	7.5	-0.7	15.6	-3.6	5.3	-0.7
Cc1ccc(OC(=O)C2CCN(C(=O)c3ccccc3C)CC2)c(Br)c1	-1.2	-0.1	21.9	13.7	-12.4	0.0	-2.8	2.6
O=C(c1ccccc1Oc1ccccc1)N1CCN(c2ccc(F)cc2)CC1	-0.5	nt	-1.1	nt	-7.4	2.7	nt	5.3
CC(C)CNc1cccc2c1S(=O)(=O)N(Cc1cccc(F)c1)[C@@H](C)[C@H](c1ccccc1)O2	nt	-0.2	0.3	nt	nt	0.1	-1.2	-5.9
C[C@H](CO)N1C[C@H](C)[C@@H](CN(C)S(=O)(=O)c2cccs2)Oc2ccc(NC(=O)Cc3cn(C)c4ccccc34)cc2CC1=O	-3.0	-0.5	-9.2	51.9	4.3	11.8	1.1	-0.9
COc1ccc(-c2csc(N3CCC(C(N)=O)(N4CCCCC4)CC3)n2)cc1	-1.5	nt	nt	44.1	0.3	nt	-12.6	nt
CCOc1cc([N+](=O)[O-])c2nc(N)sc2c1	-1.0	0.2	3.3	nt	-0.6	-2.0	-4.5	-0.1
CCn1c(SCC(=O)NC2CC2)nnc1-c1csc(C)c1	-0.7	0.1	3.5	nt	nt	-7.5	4.1	-4.6
COc1ccc(C(=O)NNC(=O)COc2ccc(Cl)cc2C)cc1S(=O)(=O)N1CCOCC1	1.3	0.4	0.6	4.2	1.7	0.0	5.2	0.4
C/C(=N\NC(=O)c1nnn(-c2nonc2N)c1-c1ccc2c(c1)OCO2)c1ccc(C)cc1	0.6	0.0	0.0	-29.8	6.6	-2.3	-7.8	-3.2
CCOC(=O)c1cn(C2CC2)c2c(F)c(F)c(F)cc2c1=O	nt	0.0	0.2	nt	-5.4	1.0	19.4	-0.4

Screening data deposited in PubChem by Broad Institute.
